Screening data: PubChem, several laboratories
M5 PAM – positive allosteric modulators of human muscarinic M5 receptor; P08912; CHO-K1 hM5, Fluo-8 calcium, ACh EC20 PAM; 0% = ACh EC20, 100% = ACh EC100; activation, % at 3 µM; actives 0.3% (n = 360,000); AID 624038;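 active = activation above the run cutoff, the mean activation of all test compounds plus 3 SD, cut at about 18% in these data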
Target sequence (P08912 whole entry, looked up): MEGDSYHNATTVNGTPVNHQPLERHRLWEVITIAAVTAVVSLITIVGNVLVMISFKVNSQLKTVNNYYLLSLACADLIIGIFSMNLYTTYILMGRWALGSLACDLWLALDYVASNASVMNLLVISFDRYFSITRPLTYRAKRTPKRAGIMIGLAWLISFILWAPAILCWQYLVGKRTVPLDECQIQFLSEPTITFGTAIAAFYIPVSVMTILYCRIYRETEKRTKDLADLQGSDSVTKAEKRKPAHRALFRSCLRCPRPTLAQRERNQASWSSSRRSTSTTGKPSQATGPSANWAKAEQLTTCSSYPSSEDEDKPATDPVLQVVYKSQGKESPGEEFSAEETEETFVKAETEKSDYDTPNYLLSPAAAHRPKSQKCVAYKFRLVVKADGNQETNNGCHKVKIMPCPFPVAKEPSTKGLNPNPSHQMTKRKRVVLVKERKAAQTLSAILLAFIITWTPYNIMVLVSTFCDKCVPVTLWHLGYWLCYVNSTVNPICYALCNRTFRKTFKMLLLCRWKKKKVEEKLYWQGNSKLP
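System: CHO-K1 cell line with stable human muscarinic M5 receptor expression | Also added: EC20 acetylcholine as agonist stimulus | Compound: One concentration, 3 µM final (nominal) | Timing: Fluo-8 loading 80 min at 37 °C plus 30 min room temperature | Measured by: Fluo-8 calcium dye fluorescence, kinetic read | Read-out basis: % activation, ACh-normalized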
CRFR2-BP ag – agonists of human CRF-binding protein/CRF-R2 receptor complex. activation, % at 13.2 µM. actives 0.46% (n = 350,000). HEK293 CRF-R2/CRF-BP, calcium dye fluorescence (FLIPR); percent of saturating CRF peptide response;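 active = activation of at least 50%, plus an integration ratio under a set limit after plate pattern correction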;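 also: plate controls were neutral control wells without compound for no effect and CRF at EC100 for full effect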
CHRM5 antagonist – blocks acetylcholine activation of human M5 receptor. P08912. CHO-hM5 cells, Fluo-8 calcium fluorescence, ACh EC80. inhibition, % at 3 µM. actives 0.59% (n = 360,000). AID 624040;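 active = inhibition above a per-plate cutoff, the mean of that plate's test compounds plus 3 SD, cut at about 27% in these data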;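 also: 0% = acetylcholine EC80 with DMSO and 100% = DMSO without agonist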
CHRM4 PAM – potentiates acetylcholine response at human M4 receptor; P08173; CHO-K1 hM4/Gqi5, Fluo-8 calcium fluorescence, ACh EC20; 0% = ACh EC20, 100% = maximal ACh; activation, % at 3 µM; actives 0.4% (n = 360,000); AID 624126;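 active = activation above its plate's cutoff, the mean activation of sample wells plus 3 SD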; also: some results filed as inactive read as strong as hits
Target sequence (P08173 whole entry, looked up): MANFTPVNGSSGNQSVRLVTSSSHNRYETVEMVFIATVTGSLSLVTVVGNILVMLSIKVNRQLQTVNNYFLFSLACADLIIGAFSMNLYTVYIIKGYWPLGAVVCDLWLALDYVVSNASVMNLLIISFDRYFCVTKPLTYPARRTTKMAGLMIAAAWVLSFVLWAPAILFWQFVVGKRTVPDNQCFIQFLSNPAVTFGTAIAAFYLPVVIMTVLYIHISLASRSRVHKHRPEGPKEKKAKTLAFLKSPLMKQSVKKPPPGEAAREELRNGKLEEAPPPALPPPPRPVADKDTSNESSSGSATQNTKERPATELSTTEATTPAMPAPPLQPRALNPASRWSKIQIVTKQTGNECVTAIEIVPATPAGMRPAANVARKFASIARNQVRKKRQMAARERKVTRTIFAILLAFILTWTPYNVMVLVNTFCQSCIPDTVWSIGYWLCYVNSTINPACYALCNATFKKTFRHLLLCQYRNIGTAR
M1 PAM – potentiates human M1 receptor response to acetylcholine; P11229; CHO-K1 hM1, Fluo-8 calcium fluorescence, ACh EC20; 0% = ACh EC20, 100% = maximal ACh; activation, % at 3 µM; actives 0.088% (n = 360,000); in the data active = activation above about 19%, passing the limit was not always enough
CHRM4 agonist – agonists of human muscarinic M4 receptor (CHRM4); P08173; CHO-K1 hM4/Gqi5, Fluo-8 calcium fluorescence; vehicle 0%, full acetylcholine response 100%; AID 624127; activation, % at 3 µM; actives 0.14% (n = 360,000);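 active = activation above the run mean over all test wells plus 3 SD, cut at about 32% in these data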;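 also: peak over basal fluorescence ratio per well then scaled between controls; 0% = DMSO wells and 100% = acetylcholine at EC100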
M5 ag – CHRM5 agonism in calcium assay; CHO-K1 hM5 cells, Fluo-8 calcium fluorescence; 0% DMSO wells, 100% maximal acetylcholine response; activation, % at 3 µM; actives 0.19% (n = 360,000);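 active = activation above the run's mean over test compounds plus 3 SD, cut at about 23% in these data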;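 also: signal is peak over basal fluorescence ratio across the kinetic read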
CHRM4 antagonist – blocks acetylcholine activation of human M4 receptor; actives 0.73% (n = 360,000); P08173; inhibition, % at 3 µM; CHO-hM4 cells, ACh EC80, Fluo-8 calcium fluorescence;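 active = inhibition above its plate's cutoff, the mean inhibition of sample wells plus 3 SD, cut at about 27% in these data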;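 also: 0% = acetylcholine EC80 with DMSO and 100% = DMSO without agonist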
CRFR2-BP antag – CRF-BP/CRF-R2 complex antagonism; HEK293 CRF-R2/CRF-BP, CRF-induced calcium fluorescence; inhibition, % at 11.8 µM; actives 0.59% (n = 350,000); AID 588475;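 active = inhibition of the ligand-induced calcium signal above about 50% at the single tested concentration, limit read from the data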
Active calls of the source: *; nt = not tested or not shown.

Second line of a record: M5 PAM | CRFR2-BP ag | CHRM5 antagonist | CHRM4 PAM | M1 PAM | CHRM4 agonist | M5 ag | CHRM4 antagonist | CRFR2-BP antag
#1 CC1CC(C)(C)NC(=S)N1CC(=O)NCc1ccccc1Cl (stereo unspecified)
    -2 | 2.4 | 6 | -4 | -2 | 0 | -4 | 12 | 3
#2 Cc1cccc(-c2cccc(NC(=O)C3CCCN(C(=O)c4ocnc4C)C3)c2)c1 (stereo unspecified)
    -6 | -0.2 | 21 | -2 | 3 | 9 | -6 | -6 | 0
#3 COc1ccc(C2(C)NC(=O)N(CC(=O)NC3CCCC3)C2=O)cc1OC (stereo unspecified)
    3 | -0.4 | 6 | 3 | 8 | 0 | 0 | 6 | -8
#4 CCN(CC(=O)NCCc1ccc(S(N)(=O)=O)cc1)Cc1nc2cc(OC)c(OC)cc2c(=O)[nH]1
    4 | 0.3 | 4 | 4 | 8 | 0 | -2 | 0 | 16
#5 CS(=O)(=O)c1ccc(C(=O)OCC(=O)c2ccc(Cl)s2)cc1
    -1 | -1.3 | 8 | 4 | 7 | 3 | -2 | -8 | 4
#6 NS(=O)(=O)c1ccc(N2C(=O)C3CC=CCC3C2=O)cc1 (stereo unspecified)
    1 | -0.1 | 5 | -2 | 2 | 1 | 2 | 11 | 15
#7 CCCCN(C(=O)C(C)N1C(=O)c2ccccc2C1=O)c1c(N)n(CCCC)c(=O)[nH]c1=O (stereo unspecified)
    -3 | 1.6 | 4 | 7 | 1 | 0 | 1 | 4 | 9
#8 CCc1cccc(NC(=O)CCc2c(C)nn(-c3ccc(N4CCOCC4)nn3)c2C)c1
    6 | -1.7 | -17 | -6 | -2 | 7 | 7 | -6 | 13
#9 CC(C)(C)c1ccc(OCCSc2nc3ccccc3n2CC(=O)O)cc1
    -4 | -1.0 | 10 | -2 | 9 | 0 | -1 | 8 | 12
#10 CC(=O)Nc1cccc(-c2ccnc3c2CC(C)(C(=O)Nc2cccnc2)O3)c1 (stereo unspecified)
    -1 | nt | 3 | 7 | 9 | 1 | 1 | -11 | nt
#11 Fc1ccc(-c2nc3c(Cl)cc(C(F)(F)F)cn3c2Cl)cc1
    -3 | 5.1 | 11 | 10 | -1 | 1 | -2 | 14 | -17
#12 CC1C/C(=N/NC(=O)c2cccs2)CC(C)(C)C1 (stereo unspecified)
    -3 | 7.0 | -1 | 7 | 1 | -1 | 6 | 5 | -77
#13 COc1ccccc1N(C)S(=O)(=O)c1ccc(C(=O)N2CCCC(C(F)(F)F)C2)cc1 (stereo unspecified)
    2 | 3.7 | -6 | -2 | 5 | 11 | 2 | -11 | -14
#14 CCCOC(=O)c1ccc(NC(=O)c2ccccc2[N+](=O)[O-])cc1
    2 | -0.5 | 8 | -11 | -5 | 3 | -2 | 3 | 42
#15 O=C1c2ccccc2C(=O)N1c1nc2nccc(-c3ccccc3)n2n1
    4 | -2.0 | -6 | 0 | 16 | 1 | 1 | 1 | -5
#16 Cc1ccc(NC2CCCN(C(=O)c3cnc4ccccn4c3=O)C2)cc1C (stereo unspecified)
    1 | -1.7 | 4 | -4 | 1 | 2 | -3 | -6 | 1
#17 CC1=CC(=O)CC2C1(C)CCC(C)C2(C)CCC(C)CC(=O)O (stereo unspecified)
    -3 | 2.8 | 7 | 7 | 8 | 2 | 2 | -12 | 17
#18 CCOC(=O)Cc1csc(NC(=O)CSc2nnc(C3CC3)n2C)n1
    3 | 1.1 | -4 | 2 | 5 | 1 | -7 | -10 | 5
#19 CC(=O)Nc1cccc(NC(=O)C2CCCN2C(=O)Nc2cccc(F)c2)c1 (stereo unspecified)
    21* | -1.2 | -20 | 9 | 5 | 0 | 1 | -7 | -1
#20 CCC(=O)N1CCN=C1SCc1ccccc1
    -1 | 0.8 | -4 | 15 | 9 | 1 | 3 | -18 | 41
#21 COc1ccc(Cn2nnc3c(C)n[nH]c(=O)c32)cc1
    7 | 0.4 | -1 | 4 | 15 | 1 | 0 | 2 | 1
#22 N#CC1(P(=O)(c2ccccc2)c2ccccc2)CCCC1
    2 | 0.0 | 4 | 0 | 17 | 1 | -5 | -6 | 1
#23 C=CCN(CC=C)CCOc1ccccc1F
    3 | 0.9 | -10 | -4 | 8 | 0 | -4 | 7 | 20
#24 Cc1ccc(Cl)c(NC(=O)COC(=O)C2CCC2)c1Cl
    2 | 1.5 | 2 | 6 | 10 | 2 | 0 | -10 | 5
#25 COCCCn1c(SCC(=O)NC(C)C)nnc1-c1ccccc1
    19* | 10 | -15 | 8 | 2 | 1 | -1 | 2 | -11
#26 CNC(=S)N/N=C/c1cc(Br)cc(Br)c1O
    -5 | 3.5 | 5 | -4 | -4 | 4 | 1 | -6 | 19
#27 O=C1C2=C(CCCC2)C(=O)N1c1cccc(OCCBr)c1
    5 | -1.9 | -7 | 3 | 9 | 1 | -3 | -19 | 19
#28 C#CCOC(=O)Nc1cnccc1C(F)(F)F
    -8 | 0.2 | 15 | -22 | -4 | 6 | -1 | -6 | -9
#29 O=C(COCc1nc2ccccc2c(=O)[nH]1)NC1CCCC1
    -4 | 4.2 | -13 | -2 | 0 | 1 | -1 | 5 | -27
#30 CCCCN(CC)C(=O)c1ccc(-c2ccccc2)cc1
    -3 | -3.3 | 0 | -2 | 1 | 0 | -5 | 9 | -5

Some entries already given, reduced to CHRM4 agonist, CHRM4 PAM and CRFR2-BP ag:
| No. | smiles | CHRM4 agonist | CHRM4 PAM | CRFR2-BP ag |
| --- | --- | --- | --- | --- |
| 6 | NS(=O)(=O)c1ccc(N2C(=O)C3CC=CCC3C2=O)cc1 (stereo unspecified) | 1 | -2 | -0.1 |
| 7 | CCCCN(C(=O)C(C)N1C(=O)c2ccccc2C1=O)c1c(N)n(CCCC)c(=O)[nH]c1=O (stereo unspecified) | 0 | 7 | 1.6 |

Looked up above.
CHRM5 antagonist, Cc1ccc(Cl)c(NC(=O)COC(=O)C2CCC2)c1Cl → 2
M5 ag, C#CCOC(=O)Nc1cnccc1C(F)(F)F → -1
M1 PAM, CS(=O)(=O)c1ccc(C(=O)OCC(=O)c2ccc(Cl)s2)cc1 → 7

Next part:
Second line of a record: M5 PAM | CRFR2-BP ag | CHRM5 antagonist | CHRM4 PAM | M1 PAM | CHRM4 agonist | M5 ag | CHRM4 antagonist | CRFR2-BP antag
#31 COc1ccc(/C=N/NC(=O)C(=O)N2CCN(c3ccccc3OC)CC2)cc1
    6 | -1.1 | -3 | 7 | -8 | 1 | 2 | -2 | 4
#32 CC(C)c1nc(SCc2ccccn2)c2c(=O)n(C)c(=O)n(C)c2n1
    -7 | 1.9 | 3 | -3 | -6 | 2 | 2 | -8 | -19
#33 COc1cc(/C=N/NC(=O)CSc2ccccn2)ccc1OC(C)C
    -1 | -6.4 | 6 | -4 | 3 | 1 | -3 | 2 | -6
#34 C[C@H]1CCCCO[C@H](CN(C)C(=O)C2CCCCC2)[C@@H](C)CN([C@@H](C)CO)C(=O)c2cc(NC(=O)NC3CCCCC3)ccc2O1
    -3 | 6.1 | 9 | -3 | -6 | 1 | -1 | 1 | 15
#35 CC[C@@H](NC(=O)[C@H](Cc1ccccc1)NC(=O)CC[C@H]1O[C@@H](n2ccc(=O)[nH]c2=O)[C@H](O)[C@@H]1O)c1ccccc1
    1 | nt | -11 | -4 | 5 | 0 | 0 | -9 | nt
#36 Cc1ccc(S(=O)(=O)NCCC(c2ccccc2)c2ccccc2)cc1C(=O)O
    2 | -5.1 | 7 | 5 | 9 | 1 | -3 | -3 | 4
#37 Nc1cc2c3ccccc3ccc2c2ccccc12
    1 | 0.6 | 11 | 10 | 7 | 7 | 1 | 0 | -20
#38 COc1cccc(CN(C)C(=O)c2ccc3c(=O)n4c(nc3c2)CCC4)c1
    5 | -1.1 | 0 | -1 | 5 | 3 | 4 | -2 | 1
#39 CN(C)/C=C/C(=C\C(=O)C(F)(F)F)Nc1ccc(C(F)(F)F)cc1
    4 | 1.2 | 4 | 0 | 6 | 0 | -2 | 4 | 2
#40 CCCC(=O)Nc1c2c(nn1-c1ccc(OC)cc1)CS(=O)(=O)C2
    -2 | -1.0 | 3 | 1 | 8 | 0 | -1 | -1 | 10
#41 OCc1ccccc1OCCOc1ccc(Cl)c2cccnc12
    -3 | -1.5 | 1 | -1 | -5 | 5 | 4 | 0 | -2
#42 COCCCN1C(=O)c2ccc(C(=O)Nc3ccccc3Cl)cc2C1=O
    -2 | -2.1 | 0 | 10 | 9 | 2 | -2 | -8 | -13
#43 CC1Cc2ccccc2N1CC(=O)c1c(N)n(Cc2ccccc2)c(=O)n(C)c1=O (stereo unspecified)
    -3 | -5.4 | -6 | -3 | -7 | 6 | -1 | -1 | 15
#44 CC(=O)Nc1ccc(-c2ccnc3c2CC(C(=O)NCc2cccc(Cl)c2)O3)cc1 (stereo unspecified)
    1 | nt | 5 | 0 | 3 | 1 | 3 | 2 | nt
#45 Cc1nn(CC(=O)NCc2ccc(C(=O)O)cc2)c(C)c1[N+](=O)[O-]
    -15 | 3.8 | 12 | -7 | -8 | 10 | 0 | -8 | -29
#46 COc1ccc(OCC(=O)Nc2c3c(nn2-c2ccc(OC)cc2)CS(=O)(=O)C3)cc1
    9 | -4.0 | 7 | -1 | 8 | 0 | -4 | -5 | 12
#47 O=C(COC(=O)[C@@H]1CCCN1C(=O)c1cccs1)NCCc1ccccc1
    1 | 0.8 | -6 | -11 | 4 | 1 | -1 | 9 | 8
#48 CCC/C=C/c1ccc(CN2C(CC(C)C)C(=O)N(Cc3cn(CC4CCCCC4)nn3)CCS2(=O)=O)cc1 (stereo unspecified)
    0 | -0.6 | 1 | 9 | 1 | 1 | 0 | -11 | -11
#49 Cc1ccc(NC(=O)NC2(C(=O)NCc3ccco3)CCCCC2)cc1
    3 | -1.5 | -4 | 7 | 8 | -1 | -1 | 2 | 2
#50 CC1(C)CC(=O)C=C(Nc2ccc(F)cc2)C1
    1 | 0.3 | -5 | 6 | -5 | 0 | -3 | -16 | 2
#51 COc1ccc(NC(=O)C(=O)NCC2CCCN2S(=O)(=O)c2cc(C)ccc2C)cc1 (stereo unspecified)
    1 | 0.9 | -2 | -4 | 3 | 9 | 0 | -6 | 2
#52 CCCCNC(=O)c1cc(C)nn1-c1ccccc1
    4 | 1.7 | 2 | 22 | 16 | 1 | 0 | -7 | 27
#53 Cn1cnnc1Sc1ccc(C(=O)OCC(=O)NCC(F)(F)F)cc1[N+](=O)[O-]
    4 | 0.2 | 7 | 14 | 14 | 1 | 2 | -2 | 2
#54 Cc1cccc(N=C2SC(C)CN2C(=O)CN2C(=O)NC3(CCCC3)C2=O)c1 (stereo unspecified)
    -4 | 3.7 | 5 | 3 | 2 | 2 | -7 | -10 | -17
#55 CN(C)S(=O)(=O)c1cccc(NC(=O)c2n[nH]c(=O)c3ccccc23)c1
    8 | -3.9 | 0 | 3 | 5 | 5 | 5 | -2 | 2
#56 COc1cccc(NC(=O)COC(=O)CCOc2ccccc2OC)c1
    -2 | -0.5 | 2 | -4 | 7 | 7 | 4 | -7 | 1
#57 COC(=O)c1cccc(C(=O)N2CCCC(CCC(=O)N(C)CCc3ccccn3)C2)c1 (stereo unspecified)
    -5 | 0.0 | -2 | 9 | -3 | 1 | -5 | -3 | 16
#58 COc1ccc(NC(=O)CN(C)C2=NS(=O)(=O)c3ccccc32)cc1Cl
    -2 | -0.7 | 16 | 10 | 9 | 1 | -2 | -11 | 3
#59 CCOc1ccc2nc(NC(=O)c3cc([N+](=O)[O-])ccc3N3CCOCC3)sc2c1
    -3 | 0.0 | 0 | 6 | 8 | 1 | 4 | -2 | -13
